ARNT-TACC3 inh – ARNT/TACC3 interaction disruption; Q9Y6A5; AlphaScreen His-ARNT PAS-B/GST-TACC3 binding, luminescence; TACC3 fragment carries E629A point mutation; inhibition, % at 9.99 µM; 390,000 compounds, 0.66% hits; AID 623870;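 active = mean inhibition of replicates at least 50% and at least half of replicates each reaching 50%; inconclusive = half or more replicates reach 50% but mean below 50%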;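 note: 0% = complete ARNT plus TACC3 wells and 100% = ARNT alone without TACC3; many hits fall short of the cut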
ERp5 inh – blocks human ERp5 reductase activity on insulin; ERp5 insulin aggregation, absorbance 650 nm, 90 min; Q15084; 350,000 compounds, 0.05% hits; inhibition, % at 9.99 µM;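 active = mean replicate inhibition above about 25%, with every replicate also reaching it, limit read from the data, passing the limit was not always enough; inconclusive = only one of those two criteria met; inactive = neither criterion met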
Target sequence (Q15084 whole entry, looked up): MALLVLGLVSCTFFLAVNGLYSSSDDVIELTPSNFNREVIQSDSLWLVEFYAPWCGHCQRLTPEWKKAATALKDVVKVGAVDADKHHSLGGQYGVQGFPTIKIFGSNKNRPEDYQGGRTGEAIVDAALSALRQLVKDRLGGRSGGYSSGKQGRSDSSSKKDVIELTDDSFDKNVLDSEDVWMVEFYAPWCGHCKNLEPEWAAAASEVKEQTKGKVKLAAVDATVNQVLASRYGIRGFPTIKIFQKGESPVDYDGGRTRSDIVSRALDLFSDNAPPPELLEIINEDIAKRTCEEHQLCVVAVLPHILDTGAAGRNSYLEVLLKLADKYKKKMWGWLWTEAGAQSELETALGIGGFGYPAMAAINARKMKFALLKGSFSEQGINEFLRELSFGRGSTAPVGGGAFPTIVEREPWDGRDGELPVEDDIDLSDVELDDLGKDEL
INS-1E GSIS act – GLuc luminescence reporter in INS-1E cells, primary screen for activators of glucose-dependent secretion of insulin; AID 743287; 370,000 compounds, 0.61% hits; INS-1E GLuc reporter insulin secretion, 2-3 h; activation, % at 16.6 µM;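 active = lowest replicate activation of at least 40%, so every replicate reaches that level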;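 note: 0% = median of neutral control wells and 100% = median of IBMX positive control wells; some compounds called inactive have numbers as strong as hits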
EWS-Fli block – EWS/Fli transcriptional activity inhibition. A673 NR0B1-luciferase reporter, viability-normalised. inhibition, % at 12.6 µM. 350,000 compounds, 0.67% hits;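 active = mean inhibition of at least 50% after viability correction, with every replicate also passing that limit; inconclusive = mean reaches 50% but only one of two replicates passes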;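 note: firefly luciferase signal divided by Alamar Blue viability fluorescence both relative to DMSO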
DENV2 CPE – protects cells from dengue virus 2 cytopathic effect; DENV2-infected cells, cytopathic effect rescue, plate reader; CPE inhibition, % at 9.99 µM; AID 651640; 350,000 compounds, 1.7% hits; in the data active = CPE inhibition above about 20%, passing the limit was not always enough; inconclusive = no clear call, values can overlap the other calls; tested in BHK-21 cells;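 note: 0% = median of neutral control wells and 100% = median of positive control wells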
PAX8 reporter – lowers PAX8-driven luciferase in RMG-I cells | inhibition, % at 12.6 µM | 360,000 compounds, 1.2% hits | RMG-I TPO-luciferase reporter, SteadyGlo, 24 h;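 active = mean replicate inhibition at least 60% with every replicate also reaching 60%; inconclusive = only one of the two criteria is met; inactive = mean below 60% and not all replicates reaching 60%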;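 note: luciferase light reporting Pax8 driven TPO promoter activity; plate controls were median of neutral control wells for no effect and mitoxantrone controls for full effect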
F508del corr – correctors of CFTR F508del function in bronchial epithelial cells. CFBE cells, YFP halide quenching; stimulated with forskolin plus potentiator P3; % fluorescence drop versus neutral controls. activity (quench increase), % at 7.58 µM. 350,000 compounds, 0.36% hits. AID 720511;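 active = mean added fluorescence quench of at least 8% versus neutral control, with both replicates also reaching 8%; inconclusive = only one of the mean or replicate conditions met; inactive = mean below 8% and not both replicates reaching 8%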;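 note: cells transiently co-express mutant CFTR-F508del with the halide-sensitive YFP; corrector assay measuring rescue of mutant channel to the surface after 24 h compound exposure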
XiGFP reactiv – X-chromosome reactivation activator. XiGFP mouse fibroblasts, % GFP-positive cells imaging, 3 d; cells co-treated with 5-aza-dC sensitizer; scaled so ellipticine positive control = 100%. activation, % at 7.58 µM. 360,000 compounds, 0.055% hits;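 active = mean normalized replicate activation at least 10% and every replicate at or above 10%; inconclusive = only one of the two criteria met; inactive = mean below 10% and not all replicates reach 10%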;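 note: 0% = median of on-plate neutral control wells and 100% = ellipticine 6 µM median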
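System: SV40-immortalized XiGFP fibroblast cells, line 68-5-11 / Incubation: 3-day compound exposure, then 15 min fixation at room temperature / Compound: single concentration per compound, delivered by pin transfer / Buffer or medium: DMEM plus 5-aza-dC sensitizer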
An asterisk follows results filed as active. The order is random (roughly 4.2% active in at least one column).

Screening O=C(CN1CCN(Cc2ccc3c(c2)OCO3)CC1)Nc1cc(S(=O)(=O)N2CCCC2)ccc1Cl returned ARNT-TACC3 inh 6.1, ERp5 inh 0.5, INS-1E GSIS act 3.4, EWS-Fli block 19.4, DENV2 CPE -1.9, PAX8 reporter 3.3, F508del corr 3.3 and XiGFP reactiv 0.4.
O=S(=O)(c1cccs1)N1CCN(c2ccccc2F)CC1 was read as ARNT-TACC3 inh -8.2, ERp5 inh 3.9, INS-1E GSIS act 7.1, EWS-Fli block 4.4, DENV2 CPE 17.5, PAX8 reporter 5.4, F508del corr -0.1 and XiGFP reactiv 0.0.
`CN(C(=O)c1cccc(NC(=O)Cc2cccc([N+](=O)[O-])c2)c1)C1CC1` gave ARNT-TACC3 inh 3.6, ERp5 inh 0.4, INS-1E GSIS act 12.1, EWS-Fli block -9.6, DENV2 CPE -2.2, PAX8 reporter -3.5, F508del corr -0.8 and XiGFP reactiv 0.0.
Screening CCCCn1c(N)c(N(CCOC)C(=O)CCNC(=O)NC23CC4CC(CC(C4)C2)C3)c(=O)[nH]c1=O returned ARNT-TACC3 inh -5.5, ERp5 inh -9.4, INS-1E GSIS act 3.4, EWS-Fli block 1.5, DENV2 CPE -6.2, PAX8 reporter -4.1, F508del corr -2.6 and XiGFP reactiv 0.1.
For CCCNC(=O)Nc1ccc2c(c1)OC[C@@H](C)N(Cc1cccnc1)C[C@H](C)[C@H](OC)CN(C)C2=O the results were ERp5 inh -1.4, INS-1E GSIS act 2.4, EWS-Fli block 1.8, PAX8 reporter 5.4, F508del corr -2.8 and XiGFP reactiv 0.3.
`CC(Sc1nnc(-c2ccccc2F)n1C)C(=O)Nc1ccc(N2CCOCC2)cc1` (stereo not drawn) gave ERp5 inh -2.8, INS-1E GSIS act 18.6, EWS-Fli block -17.0, DENV2 CPE -1.8, PAX8 reporter -15.7, F508del corr 1.2 and XiGFP reactiv 0.2.
`CNC[C@@H]1Oc2cc(-c3cncnc3)ccc2S(=O)(=O)N([C@@H](C)CO)C[C@H]1C` gave ARNT-TACC3 inh -0.1, ERp5 inh 2.1, INS-1E GSIS act 32.2, EWS-Fli block -1.7, DENV2 CPE -3.4, F508del corr -2.3 and XiGFP reactiv 0.4.
`Cc1ccc(-c2nn(-c3ccccc3)cc2/C=C/C(=O)Nc2cccc(S(N)(=O)=O)c2)cc1` gave ARNT-TACC3 inh 0.7, ERp5 inh 2.7, INS-1E GSIS act -6.1, EWS-Fli block -9.4, DENV2 CPE 1.5, PAX8 reporter -1.6, F508del corr -4.3 and XiGFP reactiv 0.0.
COc1ccc(OC)c(NC(=O)C2CCCN(S(=O)(=O)c3cccc4nonc34)C2)c1 (stereo not drawn) was read as ARNT-TACC3 inh 0.1, ERp5 inh 0.4, INS-1E GSIS act -1.1, EWS-Fli block 5.6, DENV2 CPE 5.3 and F508del corr 1.1.
Cc1ccccc1NC(=O)NCc1ccccn1 was read as ARNT-TACC3 inh -17.7, ERp5 inh 1.0, INS-1E GSIS act 14.9, EWS-Fli block -17.0, DENV2 CPE 4.0, PAX8 reporter 4.4, F508del corr -2.1 and XiGFP reactiv 0.0.
O=C(COc1ccccc1O)NC1CCCC1 was read as ARNT-TACC3 inh -5.4, ERp5 inh 0.1, INS-1E GSIS act 11.6, EWS-Fli block -1.0, DENV2 CPE inconclusive, PAX8 reporter -3.5, F508del corr 1.3 and XiGFP reactiv -0.1.
`COCC(=O)Nc1ccc2c(c1)C(=O)N(C)C[C@H](OC)[C@@H](C)CN(C(=O)c1ccccc1F)[C@H](C)CO2` gave ARNT-TACC3 inh -8.7, ERp5 inh -5.0, INS-1E GSIS act 0.5, EWS-Fli block 3.4, DENV2 CPE 17.5, PAX8 reporter 6.9, F508del corr 2.6 and XiGFP reactiv 0.0.
COc1cccc(S(=O)(=O)N(C)C[C@@H]2Oc3ncc(C#CCC(C)C)cc3C(=O)N([C@@H](C)CO)C[C@H]2C)c1 was read as ARNT-TACC3 inh 6.7, ERp5 inh 2.1, INS-1E GSIS act -24.9, EWS-Fli block 4.2, DENV2 CPE 2.7, PAX8 reporter 19.4, F508del corr -1.6 and XiGFP reactiv -0.3.
`COCCCN1C(=O)C(CC(=O)NCCc2ccccn2)CC(C(=O)N(C(C)C)C(C)C)=C1C` (stereo not drawn) gave ERp5 inh -1.5, INS-1E GSIS act -6.7, EWS-Fli block -7.1, DENV2 CPE 3.9, PAX8 reporter 9.8, F508del corr -4.2 and XiGFP reactiv -0.1.
For CO[C@H]1CN(C)C(=O)c2cc(NC(=O)Nc3cc(F)ccc3F)ccc2OC[C@@H](C)N(C(=O)c2cnccn2)C[C@H]1C the results were ARNT-TACC3 inh -4.3, ERp5 inh -2.6, INS-1E GSIS act -17.6, EWS-Fli block 3.1, DENV2 CPE 17.8, PAX8 reporter -1.8, F508del corr -1.2 and XiGFP reactiv 0.2.
For Cc1ccc(NC(=O)CN2C(=O)S/C(=C\c3ccc(OCC(=O)O)c(Br)c3)C2=O)cc1 the results were ARNT-TACC3 inh 12.4, ERp5 inh 5.2, EWS-Fli block 0.8, DENV2 CPE -6.5, PAX8 reporter 9.2, F508del corr -0.2 and XiGFP reactiv 0.1.
`CCOc1ccc(CN2CCNC(=O)C2CC(=O)OC)cc1` (stereo not drawn) gave ARNT-TACC3 inh -18.2, ERp5 inh 0.9, INS-1E GSIS act 5.0, EWS-Fli block -3.0, DENV2 CPE -3.8, PAX8 reporter -4.1, F508del corr 1.2 and XiGFP reactiv 0.3.
`CCC(=O)Nc1ccc(N/C(N)=N/c2nc(C)cc(C)n2)cc1` gave ARNT-TACC3 inh 1.1, ERp5 inh 2.9, INS-1E GSIS act -1.6, EWS-Fli block 2.8, DENV2 CPE -1.2, PAX8 reporter 25.0, F508del corr -3.3 and XiGFP reactiv -0.1.
`CCOc1ccc(-n2c(C)c(C(=O)OC)c3cc(O)ccc32)cc1` gave ARNT-TACC3 inh -4.3, ERp5 inh -1.2, INS-1E GSIS act 5.5, EWS-Fli block 2.6, DENV2 CPE 0.1, PAX8 reporter -7.0, F508del corr -1.4 and XiGFP reactiv 0.2.
`O=C(NCc1cccc(C(F)(F)F)c1)c1csc([C@H]2C[C@H](O)[C@@H](CO)O2)n1` gave ERp5 inh -1.4, INS-1E GSIS act -13.9, EWS-Fli block 8.5, DENV2 CPE 0.3, PAX8 reporter -7.6, F508del corr 0.5 and XiGFP reactiv 0.2.
Screening COc1ccc(NC(=O)C2Cc3ccccc3C(=O)O2)cc1 (stereo not drawn) returned ARNT-TACC3 inh -4.0, ERp5 inh 3.4, INS-1E GSIS act -2.0, EWS-Fli block -35.2, DENV2 CPE -4.3, PAX8 reporter -36.5, F508del corr 0.2 and XiGFP reactiv 0.0.
`CC(=O)N1C[C@@H]2[C@H](c3ccccc31)[C@@H](CO)N2S(=O)(=O)c1ccccc1` gave ARNT-TACC3 inh -10.6, INS-1E GSIS act 6.4, EWS-Fli block 1.0, DENV2 CPE inconclusive, PAX8 reporter -14.7, F508del corr 0.8 and XiGFP reactiv 0.3.
CO[C@H]1CN(C)C(=O)c2cc(NC(=O)NC3CCCC3)ccc2OC[C@@H](C)NC[C@@H]1C was read as ERp5 inh -3.6, INS-1E GSIS act -2.2, EWS-Fli block -4.2, DENV2 CPE 8.5, F508del corr 2.1 and XiGFP reactiv 0.5.
For COc1ccc(N2CCN(C(=O)COC(=O)COc3cccc(C(F)(F)F)c3)CC2)cc1 the results were ARNT-TACC3 inh 3.2, ERp5 inh 3.1, INS-1E GSIS act -2.2, EWS-Fli block 5.1, DENV2 CPE -3.2, PAX8 reporter -15.4, F508del corr 4.3 and XiGFP reactiv 0.0.
`COCCCNS(=O)(=O)c1cccc(S(=O)(=O)c2cccc(S(=O)(=O)NCCCOC)c2)c1` gave ARNT-TACC3 inh 10.2, ERp5 inh 2.0, INS-1E GSIS act -24.2, EWS-Fli block -0.6, DENV2 CPE 2.3, PAX8 reporter -3.6, F508del corr -0.1 and XiGFP reactiv 0.3.
`COc1cccc(-c2cnc3cccnn23)c1` gave ERp5 inh -0.1, INS-1E GSIS act 25.5, EWS-Fli block -49.3, DENV2 CPE 9.4, PAX8 reporter -150.6, F508del corr -4.2 and XiGFP reactiv 0.0.
C[C@@H]1CCCCO[C@H](CN(C)C(=O)Cc2ccccc2)[C@@H](C)CN([C@H](C)CO)C(=O)c2cc(NS(C)(=O)=O)ccc2O1 was read as ARNT-TACC3 inh -0.2, ERp5 inh 0.5, INS-1E GSIS act -9.0, EWS-Fli block -3.2, DENV2 CPE -6.4, PAX8 reporter -15.0, F508del corr -1.9 and XiGFP reactiv 0.1.
`Clc1ccc(-c2c[nH]c3ccccc23)nn1` gave ARNT-TACC3 inh -2.2, ERp5 inh 5.7, INS-1E GSIS act 12.8, EWS-Fli block -14.5, DENV2 CPE -9.5, PAX8 reporter -0.2, F508del corr -0.5 and XiGFP reactiv 0.0.
CNC[C@@H]1Oc2ccc(NS(=O)(=O)c3cccs3)cc2C(=O)N([C@@H](C)CO)C[C@@H]1C was read as ARNT-TACC3 inh 5.7, ERp5 inh 0.4, INS-1E GSIS act 6.7, EWS-Fli block -4.1, DENV2 CPE 13.3, F508del corr -0.3 and XiGFP reactiv -0.1.
For CC(C)C(C)NC(=O)CSc1nnc(-c2c[nH]c3ccccc23)o1 (stereo not drawn) the results were ARNT-TACC3 inh -2.5, ERp5 inh 1.2, INS-1E GSIS act 0.4, EWS-Fli block -4.7, DENV2 CPE -4.5, PAX8 reporter 9.6, F508del corr 0.6 and XiGFP reactiv 0.0.
`COc1ccc(C(=O)Cn2cnc3ccc(Cl)cc3c2=O)cc1F` gave ARNT-TACC3 inh -9.7, ERp5 inh 1.4, INS-1E GSIS act 12.5, EWS-Fli block -5.6, DENV2 CPE -3.0, PAX8 reporter -2.6, F508del corr 0.3 and XiGFP reactiv 0.1.
For C[C@@H]1CN([C@H](C)CO)C(=O)c2cc(NC(=O)Cc3ccccc3)ccc2O[C@H]1CN(C)C(=O)Nc1ccc(C(F)(F)F)cc1 the results were ARNT-TACC3 inh -2.9, ERp5 inh -4.9, INS-1E GSIS act -11.5, DENV2 CPE -3.5, PAX8 reporter 8.4, F508del corr -1.8 and XiGFP reactiv 0.1.
`C#CCOCCOCCOCCNc1nc(N2CCN(C(=O)Cn3cc(CCCCN)nn3)CC2)nc(N2CCN(C(=O)Cn3cc(CCCCN)nn3)CC2)n1` gave ARNT-TACC3 inh -5.5, ERp5 inh -4.1, INS-1E GSIS act -9.0, EWS-Fli block -5.3, DENV2 CPE -4.7, PAX8 reporter 18.9, F508del corr -2.1 and XiGFP reactiv 0.9.
`Fc1ccc(/C=N/Nc2nc(-c3cccnc3)nc3ccccc23)cc1` gave ARNT-TACC3 inh -10.9, ERp5 inh 4.7, INS-1E GSIS act 2.3, EWS-Fli block -6.0, DENV2 CPE 19.0, PAX8 reporter -13.1, F508del corr 1.4 and XiGFP reactiv 0.1.

From PubChem BioAssay
